High-throughput results deposited in PubChem by several laboratories.
RPL19A-GFP yeast: modulators of TOR pathway RPL19A-GFP in S. cerevisiae | S. cerevisiae RPL19A-GFP strain, flow cytometry, 3 h; active compounds read low | percent response vs DMSO, % at 10 µM | 330,000 compounds, 0.3% hits;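 active = percent response vs DMSO below 50%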;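 also: median channel GFP fluorescence of the barcoded RPL19A-GFP strain; ratio of sample median GFP to plate DMSO average so 100% = DMSO; lower means less RPL19A-GFP as with rapamycin TOR inhibition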
LAP4-GFP MLPCN: modulators of TOR pathway LAP4-GFP in S. cerevisiae; GFP response vs DMSO, % at 10 µM; 320,000 compounds, 0.34% hits; S. cerevisiae LAP4-GFP multiplex, flow cytometry GFP, 3 h; median GFP as percent of DMSO wells;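 active = GFP response vs DMSO above a set limit, about the screen mean plus 3 SD, cut at about 150% in these data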
GASC-1 inh: inhibitors of human GASC-1 (JMJD2C) demethylase; GST-JMJD2C(1-420) H3K9me3 demethylation, DELFIA europium; AID 2099; inhibition, % at 2.35 µM; 330,000 compounds, 0.069% hits;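 active = more than half of a compound's replicate wells show inhibition beyond 50%, single wells judged on their own value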;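 also: signal counts dimethyl H3K9 product captured on neutravidin plate; 0% = median of DMSO wells and 100% = 0.3 times that DMSO median; strong numbers were not always called active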
Target sequence (Q9H3R0 1-420 limits assumed): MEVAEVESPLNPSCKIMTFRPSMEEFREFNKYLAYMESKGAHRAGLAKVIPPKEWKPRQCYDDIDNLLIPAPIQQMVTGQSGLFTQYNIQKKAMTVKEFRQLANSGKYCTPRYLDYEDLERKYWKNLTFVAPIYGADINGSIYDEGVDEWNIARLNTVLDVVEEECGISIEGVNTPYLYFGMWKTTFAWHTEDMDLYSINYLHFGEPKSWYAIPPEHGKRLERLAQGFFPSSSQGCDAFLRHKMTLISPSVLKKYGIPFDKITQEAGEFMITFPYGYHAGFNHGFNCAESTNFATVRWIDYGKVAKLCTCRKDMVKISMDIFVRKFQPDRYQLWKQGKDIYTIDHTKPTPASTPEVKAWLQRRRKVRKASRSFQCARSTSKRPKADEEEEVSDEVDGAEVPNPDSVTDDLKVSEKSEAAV
procasp3 activ: activates human procaspase-3; P42574; recombinant procaspase-3 D3A, Ac-DEVD-pNA absorbance 405 nm; activation, % at 8.5 µM; 330,000 compounds, 0.11% hits;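 active = activation above the mean of all tested compounds plus 3 SD, cut at about 21% in these data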;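 also: 0% = DMSO alone and 100% = DMSO wells spiked with extra 5 µM PC-3 D3A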
Target sequence (P42574 whole entry D9A/D28A/D175A): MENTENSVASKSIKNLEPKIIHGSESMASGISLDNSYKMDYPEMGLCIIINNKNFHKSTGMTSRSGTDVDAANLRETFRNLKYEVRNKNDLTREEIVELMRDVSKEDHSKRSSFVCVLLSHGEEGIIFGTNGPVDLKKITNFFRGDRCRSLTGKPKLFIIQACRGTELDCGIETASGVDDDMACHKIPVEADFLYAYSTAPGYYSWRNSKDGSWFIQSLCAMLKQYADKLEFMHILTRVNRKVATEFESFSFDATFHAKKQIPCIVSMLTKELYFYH
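Assay system – Procaspase-3 D3A mutant · Benchmarks – DMSO low control, extra-enzyme high control · Technique – 405 nm absorbance of p-nitroaniline, reads at 0 and 120 min · Doses – 8.5 µM nominal · Measure – % activation between DMSO and enzyme-spiked controls · Also added – Ac-DEVD-pNA chromogenic peptide substrate · Schedule – 1 h compound preincubation, 2 h substrate hydrolysis at 25 °C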
CR mimetic SO: yeast age-related superoxide inhibition as caloric restriction mimetic | S. cerevisiae aged cells, superoxide DHE fluorescence; active compounds read low | superoxide response (% of plate mean), % at 10 µM | 330,000 compounds, 0.18% hits;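 active = superoxide response under a set limit, about three screen SD below normal, cut at about 65% in these data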;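 also: yeast aged for seven days with compound at 30 °C before DHE staining; 100% = average MFI of all compound-treated wells on the plate with controls excluded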
proCasp7 act: activates human procaspase-7, counter-screen for procaspase-3 activators; recombinant procaspase-7, Ac-DEVD-pNA absorbance 405 nm; D23A/D198A/D206A triple mutant, cannot self-cleave; scale: DMSO 0, 5 µM enzyme 100; activation, % at 8.5 µM; AID 463210; P55210; 330,000 compounds, 0.093% hits;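 active = percent activation above the screen-wide mean plus 3 SD, cut at about 25% in these data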
Target sequence (P55210 whole entry D23A/D198A/D206A): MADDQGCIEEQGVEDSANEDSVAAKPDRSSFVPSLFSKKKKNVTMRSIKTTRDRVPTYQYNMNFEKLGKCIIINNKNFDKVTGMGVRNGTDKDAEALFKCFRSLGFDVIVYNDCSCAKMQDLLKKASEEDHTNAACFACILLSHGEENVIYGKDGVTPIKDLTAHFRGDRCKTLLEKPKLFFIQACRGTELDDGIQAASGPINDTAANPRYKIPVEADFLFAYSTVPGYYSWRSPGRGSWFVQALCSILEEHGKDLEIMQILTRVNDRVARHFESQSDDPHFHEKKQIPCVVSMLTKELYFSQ
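Detection: p-Nitroaniline absorbance at 405 nm, read at 0 and 120 min; system: Uncleavable procaspase-7 mutant enzyme; evaluation: % activation from two-timepoint absorbance difference, scaled to controls; times: 1 h enzyme–compound preincubation and 2 h substrate reaction, both 25 °C; buffer or medium: Zinc-free HEPES pH 7.4 with 300 mM NaCl, 0.01% Triton X-100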
AHR activator: human AHR activation; P35869; AHR-responsive luciferase reporter cells, luminescence; activation, % at 5 µM; 320,000 compounds, 2.5% hits; in the data active = activation above about 47%;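 also: 0% = vehicle wells and 100% = reference agonist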
MEP2-GFP yeast: alters MEP2-GFP fluorescence in TOR pathway yeast screen. S. cerevisiae MEP2-GFP strain, flow cytometry GFP, 3 h; 100% = DMSO control level. GFP response vs DMSO, % at 10 µM. 330,000 compounds, 0.51% hits. AID 2016;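 active = GFP response versus DMSO above a set limit, roughly screen mean plus 3 SD, cut at about 180% in these data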;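 also: median GFP fluorescence of the barcode-gated MEP2-GFP cells per well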
* = called active by the depositor. Random draw from the library, and some 3.8% of all compounds hit somewhere here.

Start of the data: the first three records as a preview:
SMILES	RPL19A-GFP yeast	LAP4-GFP MLPCN	GASC-1 inh	procasp3 activ	CR mimetic SO	proCasp7 act	AHR activator	MEP2-GFP yeast
COc1cccc(O)c1CN1CCC(C(=O)Nc2ccc(Oc3cccnc3)cc2)CC1	92	105	2	12	106	6	11	98
CN(c1ccccc1)S(=O)(=O)c1cccc(NC(=O)CSc2nncn2C)c1	91	82	-11	0	90	2	-3	90
O=C(NCc1ccccn1)C1CC(c2ccc(F)cc2)=NO1 (centres undefined)	98	106	3	-5	105	11	1	100

The listing, from the start:
SMILES	RPL19A-GFP yeast	LAP4-GFP MLPCN	GASC-1 inh	procasp3 activ	CR mimetic SO	proCasp7 act	AHR activator	MEP2-GFP yeast
COc1cccc(O)c1CN1CCC(C(=O)Nc2ccc(Oc3cccnc3)cc2)CC1	92	105	2	12	106	6	11	98
CN(c1ccccc1)S(=O)(=O)c1cccc(NC(=O)CSc2nncn2C)c1	91	82	-11	0	90	2	-3	90
O=C(NCc1ccccn1)C1CC(c2ccc(F)cc2)=NO1 (centres undefined)	98	106	3	-5	105	11	1	100
Cc1ccc(NC(=O)/C(=C/c2cccc([N+](=O)[O-])c2)NC(=O)C2CCCCC2)c(C)c1	106	104	-2	-9	104	-1	-1	113
Cc1cc(C)c(Cc2c(C)nc3c(C(=O)NCc4ccco4)cnn3c2C)c(C)c1	100	104	8	4	101	5	-3	98
COc1cc(NC(=O)COc2ccc3c(C)cc(=O)oc3c2C)cc(OC)c1OC	101	96	26	0	97	-2	1	105
CCOC(=O)C1(Cc2ccc(OC)cc2)CCN(C(=O)CN2CCN(CC)CC2)CC1	100	86	2	8	94	13	3	101
CCOC(=O)N1CCC(N2CCN(C3CCCC3)C(CCO)C2)CC1 (centres undefined)	95	96	-14	-4	95	-8	2	93
COc1ccc(CCC(=O)NNC(=O)c2cc(Cl)ccc2OC)cc1	103	103	-5	-2	86	7	3	108
CCN(CC)C(=O)Cn1cc(S(=O)(=O)CC(=O)NCc2ccc(F)cc2)c2ccccc21	103	93	-15	1	88	3	-3	100
Cc1cc(NS(=O)(=O)c2ccc(NC(=S)NCc3ccccc3)cc2)no1	95	100	-19	5	91	2	0	91
COc1ccc(CCNC(=O)Cn2cnc3ccccc3c2=O)cc1OC	109	76	-11	-7	106	12	6	84
CN(C)CCNC(=O)COc1ccc(Cl)cc1Cl	100	94	-1	-8	97	18	8	98
CCOC(=O)C1=C(C)NC(C)=C(C(=O)OCC)C1c1sccc1C	99	96	59	-4	86	1	19	99
O=C(C[C@H]1C/C=C\CCCC(=O)OC[C@H]2CCCN2C1=O)NCCO	95	89	-1	3	132	-9	-1	91

Exported as labelled records: part of the list above
> COc1ccc(CCC(=O)NNC(=O)c2cc(Cl)ccc2OC)cc1
  RPL19A-GFP yeast: 103; LAP4-GFP MLPCN: 103; GASC-1 inh: -5; procasp3 activ: -2; CR mimetic SO: 86; proCasp7 act: 7; AHR activator: 3; MEP2-GFP yeast: 108
> CCN(CC)C(=O)Cn1cc(S(=O)(=O)CC(=O)NCc2ccc(F)cc2)c2ccccc21
  RPL19A-GFP yeast: 103; LAP4-GFP MLPCN: 93; GASC-1 inh: -15; procasp3 activ: 1; CR mimetic SO: 88; proCasp7 act: 3; AHR activator: -3; MEP2-GFP yeast: 100
> Cc1cc(NS(=O)(=O)c2ccc(NC(=S)NCc3ccccc3)cc2)no1
  RPL19A-GFP yeast: 95; LAP4-GFP MLPCN: 100; GASC-1 inh: -19; procasp3 activ: 5; CR mimetic SO: 91; proCasp7 act: 2; AHR activator: 0; MEP2-GFP yeast: 91
> COc1ccc(CCNC(=O)Cn2cnc3ccccc3c2=O)cc1OC
  RPL19A-GFP yeast: 109; LAP4-GFP MLPCN: 76; GASC-1 inh: -11; procasp3 activ: -7; CR mimetic SO: 106; proCasp7 act: 12; AHR activator: 6; MEP2-GFP yeast: 84

Next part.
SMILES	RPL19A-GFP yeast	LAP4-GFP MLPCN	GASC-1 inh	procasp3 activ	CR mimetic SO	proCasp7 act	AHR activator	MEP2-GFP yeast
O=C(Nc1ccccc1)c1ncoc1-c1ccc(Cl)cc1	100	111	-3	7	100	4	57*	102
CCOC(=O)C1=C(C)NC(C)=C(C(=O)OCC)C1C(=O)OCC(=O)N1CCOCC1	95	97	-10	5	107	0	1	106
COc1ccc(NC(=O)c2ccc3c(c2)OCO3)cc1S(=O)(=O)N1CCOCC1	93	91	25	0	119	3	4	94
CCOC(=O)c1c(NC(=O)/C=C/c2ccc3c(c2)OCO3)sc(C)c1CC	100	107	9	-13	96	-18	1	112
O=S(=O)(NCCc1cn2ccccc2n1)c1ccc2c(c1)CCCC2	104	100	25	0	140	-6	-1	101
CCOC(=O)N1CCN(C(=S)NCCOC)CC1	99	102	-12	8	99	4	0	104
CN(C)C(=O)[C@H]1C[C@H]1[C@@H](O)[C@H](CO)NC(=O)[C@H](COCc1ccccc1)NC(=O)OC(C)(C)C	97	123	-4	0	84	-2	1	93
C=CCn1c(CNc2ccc(C)cc2)nnc1SCC(=O)N/N=C/c1ccc(O)cc1	104	101	7	4	108	-2	3	100
CC(C)(C)n1nnnc1C(c1cccnc1)N1CCN(c2ccccn2)CC1 (centres undefined)	99	104	11	-6	83	-1	0	65
COc1ccc(S(=O)(=O)n2cnc3ccccc32)cc1	98	92	2	-1	83	-3	3	98
COc1ccc(CNC(=O)C(=O)NCc2cccnc2)cc1	118	117	-1	10	95	-1	0	117
O=C(N/N=C\c1ccccn1)C1c2ccccc2Oc2ccccc21	94	103	20	-1	96	6	-3	101
Cc1ccc2c(c1)nnn2C1CCN(C(=O)c2ccccc2F)CC1	107	95	-2	7	107	-9	-2	103
COc1cccc(CNC(=O)C2CCN(c3cnccn3)CC2)c1	89	92	-10	-1	92	9	2	87
COc1ccc(CNC(=O)Cn2nc([N+](=O)[O-])c(Br)c2C)cc1	98	83	0	-2	104	0	0	93
Cc1cc(NC(=O)/C=C/c2cccc(F)c2)n(-c2nc3ccccc3[nH]2)n1	100	92	10	8	91	-3	74*	99
CCn1c(O)c(C=NCc2ccccc2)sc1=S	93	106	131	0	93	-2	2	95
Cc1ccc(C)c(Nc2cc(C)nc3ccccc23)c1	94	95	-47	-4	100	0	10	94
Cc1ccc(CNC(=O)C(C)C2Sc3ccccc3NC2=O)cc1 (centres undefined)	99	108	2	-6	93	2	1	99
O=C(COc1ncnc2ccccc12)NCc1ccc2c(c1)OCO2	104	104	8	-2	92	8	2	112
Nc1ccc(C(=O)N2CCN(S(=O)(=O)/C=C/c3ccccc3)CC2)cc1[N+](=O)[O-]	100	101	5	-5	92	10	4	100
CC(C)c1ccc(O)c(NC(=S)NC(=O)c2cccnc2)c1	91	104	1	-5	104	-14	9	98
O=C(NCCCNC(=O)c1c(Cl)cccc1Cl)c1c(Cl)cccc1Cl	106	104	-3	8	84	6	0	101
COc1ccc(Cl)cc1NC(=O)c1nnn(CC(=O)Nc2cc(C)cc(C)c2)c1N	96	91	26	7	102	1	8	98
Cn1c(C(=O)NCc2cccnc2)cc2sccc21	98	100	3	6	88	0	11	99
O=C(Nc1ccc2ccccc2c1)Nc1ccc2snnc2c1	98	100	1	-8	99	8	7	96
CCC1(c2ccccc2)NC(=O)N(CC(=O)Nc2ccccc2N2CCCC2)C1=O (centres undefined)	96	95	-16	-10	134	-7	3	94
O=C(OCc1ccc(Cl)c(Cl)c1)c1ccc[nH]1	104	103	64	-1	94	3	-1	106
CO/N=C(\c1nonc1N)N1CCN(c2ccc(Cl)cc2[N+](=O)[O-])CC1	96	91	5	3	106	-11	-2	94
O=C(CCC(=O)c1ccc(F)cc1)Nc1cccc(C(F)(F)F)c1	102	96	5	-7	128	12	1	92
COc1ccc(CN2CCCC(N3CCN(c4ccc(OC)cc4)CC3)C2)cc1 (centres undefined)	107	99	21	10	90	7	1	109
CC1(C)C(=O)Nc2ccccc2N1C(=O)CSc1nc(-c2ccccc2)cs1	101	94	1	5	111	1	11	99
O=C1C2C3C=CC(C3)C2C(=O)N1CCCO (centres undefined)	98	95	8	8	87	6	1	94
O=C1CC(c2c(F)cccc2Cl)C(n2cncn2)C(O)=C1C1NCCc2ccccc21 (centres undefined)	93	97	8	-3	99	5	0	100
Cc1cccn2c(/C=N/OCc3cccc(F)c3)c(-c3ccc(Cl)cc3)nc12	98	105	-12	-1	100	-10	16	97
Cc1ccc(S(=O)(=O)N(C)CC(=O)Nc2ncccc2C)cc1	100	104	-9	-2	111	4	-1	101
Cc1ccc2nc(/C(C#N)=C\c3ccc(OC(=O)c4cccs4)cc3)[nH]c2c1	97	97	9	-16	99	-20	81*	101
Fc1cc(F)c2nc(N3CCOCC3)sc2c1	107	92	-8	2	111	7	8	87
O=C(CN1CCN(Cc2cccc3ccccc23)CC1)NCCc1ccccc1	97	98	6	7	100	5	8	101
COc1ccc(C(C)(C)C)cc1NC(=O)CCCn1c(=O)oc2ccccc21	103	100	-4	2	101	4	4	104
O=C(CSc1nc2ccccc2n1CC(=O)N1CCCC1)N1CCN(C(=O)c2ccco2)CC1	110	111	-3	-2	106	0	0	107
O=C(CC(Cc1ccccc1)c1ccco1)NC1CCCCC1 (centres undefined)	93	89	5	-3	101	10	5	94
CCOc1ccc(Cl)cc1S(=O)(=O)NCc1cccnc1	100	96	-1	5	96	10	5	97
COc1ccc(C(=O)Nn2c(C)nc3ccccc3c2=O)c(OC)c1	103	101	-3	3	100	-1	0	113
CC(C)(C)N(NC(=O)Nc1ccccc1)C(=O)c1ccccc1Cl	106	99	-5	0	102	13	2	108
Cc1nnc(NC(=O)C(C)Sc2nnc(-c3ccco3)n2C)s1 (centres undefined)	93	90	-13	-5	95	2	0	87
O=Cc1cn(CCC(=O)O)nc1-c1cc2ccccc2o1	107	100	-4	0	118	5	-3	116
CCCn1c(O)c(CN2CCCCC2)c(C)c(C#N)c1=O	99	95	8	-5	90	0	0	99
CN(Cc1cccnc1)C(=O)CC1C(=O)NCCN1Cc1ccc(-c2ccccc2)cc1 (centres undefined)	111	105	-5	-2	112	-6	0	110
